RmlCD inh mix: inhibitors of RmlC and RmlD coupled enzymes; 0.39% of 110,000 active; RmlC/RmlD coupled enzyme inhibition, 384-well mixture HTS; AID 1532; inhibition, % at 5.5 µM; in the data active = inhibition above about 30%, passing the limit was not always enough; also: strong numbers were not always called active
RT RNaseH block: blocks HIV-1 RNase H cleavage of RNA/DNA duplex. RT-RNase H RNA/DNA duplex cleavage, fluorescence. inhibition, % at 10 µM. P04585. 1.9% of 65,000 active; in the data active = inhibition above about 50%
* hit, by the source's call; x = not tested or not shown. An excerpt; the hit share may differ from the screen's.

SMILES | RmlCD inh mix | RT RNaseH block
Cc1ccccc1Cn1ccc(NC(=O)c2cnn3c2NC(c2ccccc2)CC3C(F)(F)F)n1 (stereo unspecified) | 7 | x
C=CCn1sc(=N)c(C#N)c1N | 4 | 4
CCn1nnc(NC(=O)c2cc(Cl)c(OC)c(Cl)c2)n1 | 2 | -14
Cc1sc2ncnc(Sc3nnnn3-c3ccccc3)c2c1C | -14 | 1
CCCCOC(=O)c1c(C)oc2ccc(NS(=O)(=O)c3ccc4c5c(cccc35)C(=O)N4)cc12 | -7 | x
O=C(NN=C1C2CC3CC(C2)CC1C3)c1ccncc1 | 5 | x
COc1ccc2c(CC(=O)N(C)CC3COc4ccccc4O3)coc2c1 (stereo unspecified) | 9 | -67
Cc1ccc([N+](=O)[O-])cc1N/C=C1\CCc2ccccc2C1=O | -12 | x
Cc1c(C(=O)N2CCCC2)sc(NC(=O)c2ccccc2)c1C#N | 12 | x
C=CCc1cccc(CNc2nc3ccccc3n2CCN2CCOCC2)c1O | -6 | 2
Cn1c(SCc2cccc(F)c2)nnc1-c1ccccn1 | -2 | -17
O=C(O)c1cc(-c2ccncc2)nc2ccc(S(=O)(=O)N3CCOCC3)cc12 | 12 | -3
Cc1ccc(NC(=O)c2sccc2-n2cccc2)c(C)c1 | -6 | x
O=C(CSc1ccccc1)N1CCc2ccccc21 | -12 | x
CCOc1ccc(NC(=O)CC2NCCNC2=O)cc1 (stereo unspecified) | 5 | 1
CC(=O)Nc1ccn(Cc2c(F)cccc2Cl)n1 | -12 | -11
CCc1nnc(NC(=O)CN2CCN(c3ccccc3OC)CC2)s1 | x | -6
Cc1n[nH]c(C)c1S(=O)(=O)N(CC(=O)NC1CCCC1)c1ccc(C(C)C)cc1 | -13 | -2
COc1ccc(-n2cnc3cc(NS(=O)(=O)c4ccc(C)cc4)ccc32)cc1 | -13 | x
O=C(Cn1c(=O)oc2cc(S(=O)(=O)N3CCCCCC3)ccc21)NC1CCCCC1 | -17 | 21
Cc1cccc(C(=O)c2ccccc2C(=O)O)c1O | -4 | -5
O=C(O)CCCC(=O)Nc1ccc(C(=O)N2CCCCC2)c(Cl)c1 | 5 | -8
CC(C)OC(=O)CC(=O)CSc1nc2c(cc1C#N)CCC2 | 97* | 6
Cc1cc(=O)oc2cc(OCC(=O)NCc3ccncc3)ccc12 | 19 | x
O=C(NC1CCN(S(=O)(=O)c2ccccc2)CC1)C1CCCCC1 | 8 | x
More structures
SMILES | RmlCD inh mix | RT RNaseH block
CN(CCCNC(=O)COc1cc(=O)n(C)c2ccccc12)Cc1ccccc1 | 26 | -15
CCOC(=O)N1CCN(C(=O)CSc2nnc(CNC(=O)c3ccccc3F)o2)CC1 | -15 | 0
CCCCC1CCC(C(=O)NC2CCS(=O)(=O)C2)CC1 (stereo unspecified) | -8 | 2
Cc1ccc(-c2ccc(C(=O)NCc3ccccc3)o2)c2ccccc12 | -114 | x
Cc1cc2c(=O)n(Cc3ccco3)c(SCC(=O)N3CCCc4ccccc43)nc2s1 | -1 | 2
COc1ccc2nc(SCC(N)=O)cc(C)c2c1 | 5 | -11
O=C(Nc1cccc(F)c1)N1CC=C(n2c(=O)[nH]c3ccccc32)CC1 | x | -5
COC(=O)c1ccccc1NC(=O)CSc1ccc(C)cc1 | 95 | x
CCOC(=O)C1=C(CN2CCc3ccccc32)NC(=O)NC1c1ccc(Cl)cc1 (stereo unspecified) | -8 | x
Cc1nnc(NC(=O)CSc2nnnn2Cc2ccccc2)s1 | -17 | -5
CCCC(=O)n1nc(-c2ccc(Cl)cc2)nc1SC | x | -6
CCN(CCCNS(=O)(=O)c1ccc2c(c1)CCN2C(C)=O)c1cccc(C)c1 | -14 | 4
O=C(c1ccccc1F)N1CCC(O)(c2cccnc2)CC1 | -9 | -2
COC(=O)Nc1ccc(S(=O)(=O)N2CCCCC2C(=O)NCc2ccco2)cc1 (stereo unspecified) | 7 | x
CC(=O)c1coc2c1cc(O)c1ccccc12 | -6 | x
CCC(=O)OCCNc1cc(Sc2nc3ccccc3s2)c2nonc2c1[N+](=O)[O-] | 6 | x
CCC(=O)/C=C1\Sc2ccc(OC)cc2N1CC | 12 | -5
COc1ccc(C(c2nnnn2C(C)(C)C)N2CCN(c3nc4ccccc4s3)CC2)cc1OC (stereo unspecified) | 0 | 0
COc1ccc(N(CC(=O)NC2CCCCC2)C(=O)CNC(=O)c2ccco2)cc1OC | -12 | x
O=C1N(CCCN2C(=O)C3(OCCO3)c3ccccc32)c2ccccc2C12OCCO2 | 4 | 13
COc1ccc(Cl)cc1Nc1nc(N2CCCC2)nc(N2CCCC2)n1 | x | 12
COc1ccccc1NC(=O)C1=C(C)Nc2nnnn2C1c1ccncc1 (stereo unspecified) | 4 | -56
Cc1ccc(CNC(=O)c2cc3c(=O)n4ccccc4nc3n(CC3CCCO3)c2=N)cc1 (stereo unspecified) | -29 | 2
COC(=O)C(C)N(c1ccc(C)cc1)S(=O)(=O)c1c(C)[nH]c(=O)[nH]c1=O (stereo unspecified) | -10 | x
CC(=O)C1=C(C)N(Cc2ccccc2)C(=O)N[C@H]1c1ccco1 | 8 | x
(cont.)
SMILES | RmlCD inh mix | RT RNaseH block
COc1c(Br)cc2c(C)c(C(=O)N3CCOCC3)oc2c1Br | 7 | -50
CCC(C)N1C(=O)c2ccccc2C1C(=O)NC1CCCCCC1 (stereo unspecified) | -12 | 0
CC(=O)Nc1nnc(S(N)(=O)=O)s1 | -16 | -7
Cc1cnc(C(=O)Nc2ccccc2-c2nnn(CC(=O)NC3CCCC3)n2)cn1 | -11 | 30
COc1ccc([C@H]2/C=C\CN(C(=O)C3CCCC3)[C@@H](C)C(=O)N2Cc2ccc(F)cc2)cc1 | -16 | x
CN(C)S(=O)(=O)c1ccc2oc(SCC(N)=O)nc2c1 | 4 | x
COc1ccccc1COC(=O)Nc1c(C)nn(C)c1Cl | 4 | x
O=C(Nc1ccc(Cl)cc1)[C@@H]1[C@@H]2C(=O)N(c3ccc4ccccc4c3)C(=O)[C@@H]2[C@H]2C=CC=NN21 | 6 | x
C=CCSc1nnc(-c2c[nH]c3ccccc23)n1CCOC | 10 | -2
O=C(CN1CCCN(Cc2ccc(F)cc2Cl)C1=O)NC1CCCCCCC1 | -9 | x
CCCOc1cccc(C2/C(=C(/O)c3ccccc3)C(=O)C(=O)N2CCN(C)C)c1 (stereo unspecified) | x | 0
FC(F)(F)c1cccc(NCc2cn3cccnc3n2)c1 | x | -14
COc1ccc(NC(=O)CSc2nnc(-c3ccccc3)n2Cc2ccco2)cc1OC | 9 | x
Cc1ccc(C(=O)Nc2ccccc2C(N)=O)o1 | -7 | -2
CCOC(=O)CSCC(=O)Nc1cc(C)ccc1C | 8 | 7
CCc1nnc(NC(=O)CSc2nnc(CCc3nc4ccccc4[nH]3)n2C)s1 | 4 | 1
CC(C)(C)OC(=O)NCCc1nnc(SCc2c(Cl)cccc2Cl)o1 | 9 | x
CCCc1cc(=O)[nH]c(=S)[nH]1 | 2 | -4
COc1ccc(C)cc1NC(=O)CCC(=O)Nc1ccc2nc(N3CCN(C)CC3)cc(C)c2c1 | x | -3
O=C(C1COc2ccccc2O1)N1CCn2c(nc3ccccc32)C1 (stereo unspecified) | -5 | -2
COc1ccc(-c2nnc(-c3ccc(N)cc3)o2)cc1 | 30 | -32
O=C(CSc1nnc(-c2cccnc2)n1Cc1ccco1)c1ccc2ccccc2c1 | 8 | -6
CCOC(=O)c1nn(-c2cccc(C)c2)c2nc(-c3ccccc3)c(C#N)c(=O)n12 | -12 | x
Cc1cc(C)c(NC(=O)C2CCCCN2C)c(C)c1 (stereo unspecified) | 5 | x
Cc1ccc(N=C2NC(=O)CS2)c(C)c1 | -8 | -25

Part of the list above in order of length of the SMILES, low to high.
SMILES | RmlCD inh mix | RT RNaseH block
CCCc1cc(=O)[nH]c(=S)[nH]1 | 2 | -4
CC(=O)Nc1nnc(S(N)(=O)=O)s1 | -16 | -7
Cc1ccc(N=C2NC(=O)CS2)c(C)c1 | -8 | -25
CCOC(=O)CSCC(=O)Nc1cc(C)ccc1C | 8 | 7
Cc1ccc(C(=O)Nc2ccccc2C(N)=O)o1 | -7 | -2
Cc1cc(C)c(NC(=O)C2CCCCN2C)c(C)c1 (stereo unspecified) | 5 | x
COc1ccccc1COC(=O)Nc1c(C)nn(C)c1Cl | 4 | x
COc1ccc(-c2nnc(-c3ccc(N)cc3)o2)cc1 | 30 | -32
C=CCSc1nnc(-c2c[nH]c3ccccc23)n1CCOC | 10 | -2
CN(C)S(=O)(=O)c1ccc2oc(SCC(N)=O)nc2c1 | 4 | x
CCC(C)N1C(=O)c2ccccc2C1C(=O)NC1CCCCCC1 (stereo unspecified) | -12 | 0
COc1c(Br)cc2c(C)c(C(=O)N3CCOCC3)oc2c1Br | 7 | -50
O=C(C1COc2ccccc2O1)N1CCn2c(nc3ccccc32)C1 (stereo unspecified) | -5 | -2
CC(C)(C)OC(=O)NCCc1nnc(SCc2c(Cl)cccc2Cl)o1 | 9 | x
O=C(CN1CCCN(Cc2ccc(F)cc2Cl)C1=O)NC1CCCCCCC1 | -9 | x
COc1ccc(NC(=O)CSc2nnc(-c3ccccc3)n2Cc2ccco2)cc1OC | 9 | x
Cc1cnc(C(=O)Nc2ccccc2-c2nnn(CC(=O)NC3CCCC3)n2)cn1 | -11 | 30
CCCOc1cccc(C2/C(=C(/O)c3ccccc3)C(=O)C(=O)N2CCN(C)C)c1 (stereo unspecified) | x | 0
CCOC(=O)c1nn(-c2cccc(C)c2)c2nc(-c3ccccc3)c(C#N)c(=O)n12 | -12 | x
COc1ccc(C)cc1NC(=O)CCC(=O)Nc1ccc2nc(N3CCN(C)CC3)cc(C)c2c1 | x | -3
O=C(Nc1ccc(Cl)cc1)[C@@H]1[C@@H]2C(=O)N(c3ccc4ccccc4c3)C(=O)[C@@H]2[C@H]2C=CC=NN21 | 6 | x

(continued)
SMILES | RmlCD inh mix | RT RNaseH block
CCCCn1nnnc1NCc1ccc(OC)c(OC)c1OC | -9 | -4
COc1ccc(C(=O)N2CCN=C2SCc2cccnc2)cc1OC | 26 | -3
CNS(=O)(=O)c1cccc(C(=O)NCC(c2cccs2)N(C)C)c1 (stereo unspecified) | -20 | 2
CCOC(=O)Nc1ccc2c(C)cc(=O)oc2c1 | 18 | -12
C=CCn1c(CNC(=O)CCC)nc2ccccc21 | -15 | -3
COc1ccc(Cc2nnc(SC)[nH]c2=O)cc1OC | 7 | -4
CN(C)CC1CSCCC1(O)c1cccc(Cl)c1 (stereo unspecified) | -12 | x
CC1Cc2ccccc2N1C(=O)Cn1nnc(-c2ccccc2NC(=O)C2CCC2)n1 (stereo unspecified) | -9 | -15
Cc1ccc2nc(-c3ccc(NC(=O)CSc4ccccc4)cc3)[nH]c2c1 | 1 | x
Cn1nc(-c2ccc(Cl)cc2)c2cc(C(=O)N3CCCC3)sc21 | 4 | -67
COC(=O)c1cc(=O)c2ccc(OC)cc2o1 | x | -7
CCOC(=O)Cn1c(=NC(=O)CSC(C)=O)sc2cc(F)ccc21 | 5 | x
Cc1ccc(N=Cc2nc(-c3ccco3)oc2O)cc1 | 3 | -11
COc1ccc(Nc2nc3ccccc3nc2-n2nc(C)cc2C)cc1 | 11 | x
COc1ccc(OC)c(S(=O)(=O)Nc2ccc3oc4c(c3c2)C(=O)CCC4)c1 | -12 | -1
COC(=O)CCC(=O)c1oc2ccc(Cl)cc2c1NC(=O)CCCN1C(=O)c2ccccc2C1=O | x | 7
CCOc1ccc(C(C#N)N2CCOCC2)cc1OC (stereo unspecified) | 74 | -16
Cc1nnc(NC(=O)c2ccc(C)c(S(=O)(=O)N3CCCCCC3)c2)s1 | 19 | -2
CCOC(=O)CNC(=O)CSc1ncnc2c1cnn2-c1ccc(Cl)cc1 | 3 | 1
Cc1nc(OCc2ccccc2)c2ccccc2n1 | -9 | x
COC(=O)C1=C(c2ccccc2)C[C@@H]2CC[C@H]1N2C(=O)NC1CCCCC1 | 8 | x
Nc1nnc(COc2cccc(C(F)(F)F)c2)s1 | -12 | 4
CC(=O)c1ccc(N2C(=O)NC3(CCCCC3)C2=O)cc1 | 2 | -5
CC(C(=O)Nc1sccc1C(N)=O)N1C(=O)C2CC=CCC2C1=O (stereo unspecified) | -3 | 2
CCNc1nc(OCCNC(C)=O)nc(N(C)C)n1 | 2 | x
COC(=O)c1[nH]c2cc(OC)ccc2c1NC(=O)CCN1CCN(Cc2ccc3c(c2)OCO3)CC1 | 37 | 7

Compound activity: PubChem BioAssay, several laboratories
